Screening data from PubChem BioAssay.
FLuc counter – counter-screen for miR-21 project: firefly luciferase inhibitors or activators; P08659; purified FLuc, Km substrates, luminescence inhibition; Potency, µM (highest dose often 57.5 µM), for inactives: at the top dose activity change, negative = inhibition, actives largely listed as inhibitors; 360,000 compounds, 6.9% hits; AID 588342; active = well fitted inhibition curve with a large enough effect; inconclusive = small, poorly fitted or top-dose-only effect;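 note: plate controls were vehicle for no effect and reference inhibitor for full effect; nearly all actives have a fitted effect of over 55% in size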
Target sequence (P08659 whole entry, looked up): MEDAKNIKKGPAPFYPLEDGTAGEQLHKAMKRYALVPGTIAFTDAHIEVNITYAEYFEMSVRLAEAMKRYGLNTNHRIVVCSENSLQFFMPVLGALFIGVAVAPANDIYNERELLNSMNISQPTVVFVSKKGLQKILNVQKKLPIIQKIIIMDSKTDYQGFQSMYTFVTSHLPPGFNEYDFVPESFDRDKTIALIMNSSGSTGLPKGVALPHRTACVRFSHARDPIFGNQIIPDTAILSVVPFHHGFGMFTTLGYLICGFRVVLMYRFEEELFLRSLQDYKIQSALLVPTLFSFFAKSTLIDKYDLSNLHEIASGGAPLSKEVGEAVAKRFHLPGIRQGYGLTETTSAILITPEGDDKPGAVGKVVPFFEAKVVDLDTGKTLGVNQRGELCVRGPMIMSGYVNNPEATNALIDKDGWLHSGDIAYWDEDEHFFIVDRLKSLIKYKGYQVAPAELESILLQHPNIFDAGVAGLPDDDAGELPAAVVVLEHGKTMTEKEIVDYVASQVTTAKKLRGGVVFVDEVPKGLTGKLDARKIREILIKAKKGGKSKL
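Biochemical qHTS of compounds, final roughly 60 µM downward over six points, against 10 nM purified firefly luciferase using Km concentrations of substrates (10 uM D-luciferin, 10 uM ATP) in Tris acetate pH 7.5 buffer; luminescence output.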
Numbers without * were called inactive; ? = inconclusive. Potency is the fitted concentration of half-maximal effect. A portion of the library. The share of hits here may be higher or lower than overall.

SMILES | FLuc counter
COc1ccc(-n2c(/C=C/c3ccccc3F)nc3cc(OC)c(OC)cc3c2=O)cc1Cl | 1%
CCOc1ccc(NC(=O)Cn2c3ncccc3c(=O)n2-c2ccc(CC)cc2)cc1 | -9%
COc1ccc(CCNC(=O)c2cnc3sc(N4CCCC4)nn3c2=O)cc1OC | 5%
COc1ccc(CCNC(=O)c2ccc3nc(CCc4ccccc4)oc3c2)cc1OC | -5%
COc1ccc(C(=O)Nc2ccc3c(c2)N(C2CCCC2)C(=O)c2ccccc2S3)cc1OC | 4%
Cc1ccsc1CN1CCc2nc(Nc3ccccc3)ncc2C1 | 12µM*
Cc1noc2ncnc(NCc3cccc(Cl)c3)c12 | -5%
CCc1nn(CC(=O)NCCCOC)c(=O)c2cc3ccccc3n12 | 4%
CCc1ccc(C2CC(=O)c3c([nH]c(C(=O)OCC4CCCCC4)c3C)C2)cc1 (configuration not stated) | 4%
CC1CCC(NC(=O)C2(C)Cc3ccccc3C(=O)N2Cc2ccc(F)cc2)CC1 (configuration not stated) | -3%
CCc1ccccc1NS(=O)(=O)c1ccc2[nH]cc(C(=O)N(CC(C)C)CC(C)C)c(=O)c2c1 | ?
Cc1ccc(S(=O)(=O)c2cn(Cc3ccc(F)cc3)c3cc(N4CCCC4)c(F)cc3c2=O)cc1 | 0%
O=C(c1ccccc1Br)N(Cc1ccccc1F)C1CCS(=O)(=O)C1 (configuration not stated) | 0%
O=C(NCCc1ccccc1)c1ccc(CSc2nc3ccncc3n2Cc2ccccc2F)cc1 | -18%
CCc1nnc(NC(=O)c2nc(SCc3ccccc3F)ncc2Cl)s1 | ?
Cc1ccc(Nc2sc(C(=O)c3ccccc3)c(N)c2C(N)=O)cc1 | 6%
COc1cccc(Cn2c(CNC(=O)CCc3ccccc3)nc3cccnc32)c1 | 1%
Cc1cc(C)c(NC(=O)C(C)n2nnc3sc4c(c3c2=O)CCCC4)c(C)c1 (configuration not stated) | -5%
Oc1c(C(c2cccc(Br)c2)N2CCCC2)sc2nc(-c3ccco3)nn12 (configuration not stated) | ?
Cc1c(C)n(Cc2ccccc2)c2ccc(C(=O)NC(C)c3ccccc3)cc12 (configuration not stated) | -3%
Cc1cc(C)c(NC(=O)CSc2nccn2-c2cccc(Cl)c2)c(C)c1 | 0%
Cc1onc(-c2ccccc2Cl)c1C(=O)Oc1ccc(Cl)cc1Cl | ?
CN(C)c1cccc(C(=O)N2CCC(c3ccncc3)CC2)c1 | -3%
CCN(CC)c1nn2c(=O)c(C(=O)NCc3cccc(OC)c3OC)cnc2s1 | 3%
Cc1nc(N2CCOCC2)c2c(C(=O)N(C)c3ccccc3)c(C)oc2n1 | 1%

(further entries)
SMILES | FLuc counter
Cc1cccc(-c2nc(CS(=O)CC(=O)NCc3ccc(Cl)cc3)c(C)o2)c1 (configuration not stated) | -13%
CCc1ccccc1NC(=O)Cn1c(=O)n(-c2ccc(C)cc2)c(=O)c2c1c1cc(C)ccc1n2C | -1%
O=C(Cn1cc(SCc2cccc(C(F)(F)F)c2)c2ccccc21)N1CCCCCC1 | -15%
Cc1ccc(-n2ncc3c(N4CCN(CCO)CC4)ncnc32)cc1Cl | ?
COc1ccc(C(=O)Nc2cc(NC(=O)c3ccco3)ccc2OC)cc1Cl | -1%
Cc1ccc(S(=O)(=O)N(CC(=O)N2CCc3ccccc3C2)c2ccc(C)c(C)c2)cc1 | 3%
CCOC(=O)c1sc2cccc(F)c2c1S(=O)(=O)NCc1ccccc1Cl | 5%
COc1ccc(CCNC(=O)C2c3ccccc3C(=O)N2Cc2ccccc2)cc1OC (configuration not stated) | -5%
Cc1cn2c(=O)cc(COC(=O)c3cccc(NC(=O)c4ccccc4Cl)c3)nc2s1 | 3%
Cc1c(C(=O)Nc2ccc(F)cc2F)oc2c1-c1nn(Cc3c(F)cccc3Cl)cc1CC2 | -14%
Cc1cccc(Nc2c3c(nc4nncn24)CCC3)c1 | 1%
Cc1ccsc1CN(C(=O)COc1cccc(C)c1C)C1CCS(=O)(=O)C1 (configuration not stated) | 5%
Cc1nc(-c2ccc(Cl)cc2)sc1CCNC(=O)Cc1ccc(F)cc1 | ?
O=C(CCS(=O)(=O)c1ccc(Br)cc1)Nc1ccc(F)cc1F | -6%
O=c1c2c3c(sc2nnn1Cc1ccc(F)cc1)CCCC3 | 0%
O=C(NCc1ccc(F)cc1)C(=O)Nc1ccc2nc3n(c(=O)c2c1)CCCCC3 | 4%
COc1ccccc1Nc1c2c(nc3ccc(NC(=O)/C=C/c4cc(OC)c(OC)c(OC)c4)cc13)CCCC2 | 22%
O=C(c1cccs1)N1CCCc2cc(NS(=O)(=O)c3cc(F)ccc3F)ccc21 | -19%
O=c1c2ccccc2nc(-c2ccc(Cl)cc2)n1CCCCOc1ccc(F)cc1 | 0%
COc1cc(OC)c(NC(=O)CCn2cnc3onc(-c4ccc(F)cc4)c3c2=O)cc1Cl | -8%
Cc1ccc(-c2nc3scc(CCNS(=O)(=O)c4ccc(C)c(C)c4)n3n2)cc1 | 0%
CCOC(=O)c1cccc(NC(=O)Nc2ccc3c(c2)N(C)C(=O)c2ccccc2S3)c1 | -5%
COc1ccc(-c2[nH]c(-c3cccc(OC)c3)nc2SCC(=O)Nc2ccc3c(c2)OCO3)cc1 | -9%
CC(C)(C)c1ccc(OCc2nnc(-c3ccccc3)o2)cc1 | ?
COc1ccc(NC(=O)c2nn(C)c3c2CSc2ccc(C)cc2-3)cc1OC | -9%

Next compounds:
SMILES | FLuc counter
Cc1ccc(NC(=O)C(=O)NCc2ccc(Cl)cc2)cc1 | -1%
Cc1nnc(N2CCN(c3cccc(Cl)c3)CC2)c2c1nnn2Cc1ccc(F)cc1 | -1%
CCc1ccc(-n2nc(C)c3c(C(=O)N4CCN(c5cccc(Cl)c5)CC4)cc(C)nc32)cc1 | 1%
CCc1ccc2nc(N(Cc3cccnc3)C(C)=O)sc2c1 | -6%
COc1ccc(OC)c(NC(=O)c2cc3c(s2)-c2ccccc2SC3)c1 | -14%
CCc1ccc(N2CCn3c2nc2c3c(=O)n(Cc3cccc(C)c3)c(=O)n2C)cc1 | 1%
Cc1ccc(-c2nc(CCNC(=O)c3ccc(C)c(C)c3)cs2)cc1 | 24µM*
O=C(O)c1ccc(NC(=O)c2cc(S(=O)(=O)N3CCCCC3)c(Cl)cc2Cl)cc1 | -9%
COc1ccc(NC(=O)C(Cc2ccccc2)NS(=O)(=O)c2ccc3c(c2)CCN3C(C)=O)cc1 (configuration not stated) | -1%
O=C(NCc1ccccc1Cl)C1CCC(CNS(=O)(=O)c2ccc(Br)s2)CC1 (configuration not stated) | 0%
CC(=O)Nc1ccc(NS(=O)(=O)c2ccc3c(c2)CCCN3C(C)=O)cc1 | -2%
CCOc1ccc2nc(N3CCCC(C(=O)Nc4cc(C)ccc4C)C3)sc2c1 (configuration not stated) | 2.4µM*
O=C(Nc1nonc1-c1ccc(Cl)cc1)c1ccccc1F | -18%
CCOC(=O)C1CCCN(CC(=O)N2CCCc3c2c(=O)oc2ccc(OCc4ccccc4)cc32)C1 (configuration not stated) | -12%
Cc1cccc(-c2noc(CNC(=O)c3ccccc3Br)n2)c1 | -3%
COc1ccc(CN(Cc2ccco2)c2cnc(S(C)(=O)=O)nc2C(=O)Nc2ccc(C)c(Cl)c2)cc1 | -1%
COC(=O)c1sc2cccc(F)c2c1S(=O)(=O)NCc1ccccc1Cl | -3%
Cc1ccc(Cl)cc1NC(=O)C1CCCN(S(=O)(=O)c2cccc3cccnc23)C1 (configuration not stated) | 0%
Cc1ccn2c(Nc3ccc4c(c3)OCO4)c(-c3ccco3)nc2c1 | 6µM*
COC(=O)c1sc(-c2ccccc2)cc1NC(=O)Nc1ccc(F)cc1 | -16%
COc1ccc(CN2COc3ccc4c(oc(=O)c5ccccc54)c3C2)cc1OC | -3%
CC(C)c1ccc(S(=O)(=O)NCc2nc3cccnc3n2Cc2ccc(F)cc2)cc1 | 0%
COc1ccc(NC(=O)CCS(=O)(=O)c2nc(-c3ccc4c(c3)OCO4)cc(C(F)(F)F)n2)cc1 | 3%
COc1ccc(N2CCN(C(=O)CCS(=O)(=O)c3cc(Br)cc4c3N(C(=O)C3CC3)CC4)CC2)cc1 | 1%
Cn1c(SCC(=O)Nc2ccccc2F)nc2c([nH]c3ccccc32)c1=O | -4%

(listing goes on)
SMILES | FLuc counter
COc1ccc(-c2csc3nc(-c4ccc(F)cc4)oc(=O)c23)cc1 | -2%
COc1ccc(C)cc1NC(=O)CSc1nc(=O)[nH]c2c1CCCC2 | 3%
COc1ccc(Br)cc1CNC(=O)CN1C(=O)CSc2ccc(S(=O)(=O)N3CCOCC3)cc21 | -3%
Cc1cccc(-c2nc(CSCC(=O)N3CCN(c4cccc(C)c4C)CC3)c(C)o2)c1 | -6%
Cc1cccc(N2CCN(C(=O)c3ccc4c(c3)CCN4S(=O)(=O)c3ccccc3)CC2)c1C | -1%
O=C(Nc1ccc(Br)cc1)C1CCCN1S(=O)(=O)c1ccc(F)cc1 (configuration not stated) | 0%
Cc1cc(C)n(-c2nc3ccccc3nc2Nc2ccc(Cl)c(C(=O)OC(C)C)c2)n1 | 1%
CCC(CC)C(=O)NCc1nc2cccnc2n1Cc1ccc(F)cc1 | 0%
CCc1nn2c(=O)cc(COC(=O)c3ccccc3NC(=O)COc3ccccc3C)nc2s1 | 3%
COc1ccc(C2C=C(c3ccc(Cl)cc3)Nc3nc(-c4ccc(Cl)cc4)nn32)cc1 (configuration not stated) | -14%
Cc1ccccc1Cn1nc(C)c(NC(=O)c2cc(-c3ccc(F)cc3)on2)c1C | 3%
CCCS(=O)(=O)c1nc(S(=O)(=O)c2ccc(C)cc2)c(NCC(C)C)s1 | -2%
Cc1cccc(CCNC(=O)CCc2c(C)nc3c(c(C)nn3-c3ccccc3)c2C)c1 | -17%
CCc1ccc(-n2c(=O)c3cccnc3n2CC(=O)NCc2ccc(C)cc2)cc1 | 3%
O=C(OCc1ccccc1Cl)c1ccc(-c2nnn(Cc3ccccc3)n2)cc1 | -6%
COc1ccc(NC(=O)CSc2oc(-c3cccs3)nc2S(=O)(=O)c2ccccc2)c(OC)c1 | -5%
COc1cccc(CNc2sc3c(c2C(=O)Nc2ccc(OC)cc2OC)CCC3)c1 | -17%
Cc1nc(N2CCCC2)c2c(C(=O)N3CCN(c4cccc(C)c4C)CC3)c(C)oc2n1 | 2%
Cc1nc2nc(NCc3ccccc3Cl)[nH]n2c(=O)c1Cc1ccccc1 | ?
COc1ccc(CCNC(=O)c2cc3c(s2)-c2ccccc2OC3)cc1OC | 2%
Cc1nc2cccnc2n1C1CCN(S(=O)(=O)N(C)C)CC1 | 2%
Cn1nnnc1SCCCNCc1ccc(Cl)cc1 | -1%
COc1ccc(N2CCN(C3=NS(=O)(=O)C(c4cccc(Br)c4)=C3C)CC2)cc1 | 6%
Cc1ccc(C(=O)Nc2nnc(S(=O)(=O)N3CCc4ccccc43)s2)cc1 | 4%
CCc1nn(CC(=O)N2CCN(c3cccc(C(F)(F)F)c3)CC2)c(=O)c2cccn12 | ?

16 of the compounds above, as a markdown table.
| mol | FLuc counter |
| --- | --- |
| COc1ccc(C2C=C(c3ccc(Cl)cc3)Nc3nc(-c4ccc(Cl)cc4)nn32)cc1 (configuration not stated) | -14% |
| Cc1ccccc1Cn1nc(C)c(NC(=O)c2cc(-c3ccc(F)cc3)on2)c1C | 3% |
| CCCS(=O)(=O)c1nc(S(=O)(=O)c2ccc(C)cc2)c(NCC(C)C)s1 | -2% |
| Cc1cccc(CCNC(=O)CCc2c(C)nc3c(c(C)nn3-c3ccccc3)c2C)c1 | -17% |
| CCc1ccc(-n2c(=O)c3cccnc3n2CC(=O)NCc2ccc(C)cc2)cc1 | 3% |
| O=C(OCc1ccccc1Cl)c1ccc(-c2nnn(Cc3ccccc3)n2)cc1 | -6% |
| COc1ccc(NC(=O)CSc2oc(-c3cccs3)nc2S(=O)(=O)c2ccccc2)c(OC)c1 | -5% |
| COc1cccc(CNc2sc3c(c2C(=O)Nc2ccc(OC)cc2OC)CCC3)c1 | -17% |
| Cc1nc(N2CCCC2)c2c(C(=O)N3CCN(c4cccc(C)c4C)CC3)c(C)oc2n1 | 2% |
| Cc1nc2nc(NCc3ccccc3Cl)[nH]n2c(=O)c1Cc1ccccc1 | ? |
| COc1ccc(CCNC(=O)c2cc3c(s2)-c2ccccc2OC3)cc1OC | 2% |
| Cc1nc2cccnc2n1C1CCN(S(=O)(=O)N(C)C)CC1 | 2% |
| Cn1nnnc1SCCCNCc1ccc(Cl)cc1 | -1% |
| COc1ccc(N2CCN(C3=NS(=O)(=O)C(c4cccc(Br)c4)=C3C)CC2)cc1 | 6% |
| Cc1ccc(C(=O)Nc2nnc(S(=O)(=O)N3CCc4ccccc43)s2)cc1 | 4% |
| CCc1nn(CC(=O)N2CCN(c3cccc(C(F)(F)F)c3)CC2)c(=O)c2cccn12 | ? |

The list continues:
SMILES | FLuc counter
Cc1ccc(NC(=O)CCCn2c(=O)c3cccn3c3cccnc32)cc1C | 3%
CCCc1cnc2c(c1SCC(=O)N(C)c1ccccc1)c(=O)n(C)c(=O)n2C | -8%
CCc1ccc(-c2cc(C)no2)cc1S(=O)(=O)NCc1ccc(OC)cc1 | -1%
CCOC(=O)c1c(C)oc2ncnc(N3CCN(c4ccccc4OC)CC3)c12 | -9%
Cc1cc(C)c(NC(=O)CSc2n[nH]c(-c3ccccc3Cl)n2)c(C)c1 | ?
COc1ccc(OC)c(S(=O)(=O)NCC(c2ccc(N(C)C)cc2)N2CCOCC2)c1 (configuration not stated) | -2%
CCc1ccccc1N(C)C(=O)c1nn(C)c2c1CSc1ccccc1-2 | -3%
Cc1cc(-c2ccc(C)c(S(=O)(=O)N(C(C)C)C3CCCCC3)c2)on1 | -11%
CC(=O)N1CCCc2cc(S(=O)(=O)N(C)CC(=O)Nc3ccc(C)cc3C)ccc21 | -2%
Cc1cccc(C(=O)Nc2cccc(C(=O)OCc3cc(=O)n4nc(C5CC5)sc4n3)c2)c1 | ?
Cc1cc2c(cc1S(=O)(=O)NCc1ccc(F)cc1)OCCN2C | -13%
COc1ccccc1N1CCN(S(=O)(=O)CCNC(=O)COc2ccc(C(C)C)cc2)CC1 | 24µM*
